Screening data: PubChem BioAssay, several laboratories
HSF-1 act: increases HSF-1 driven luciferase reporter signal; NIH3T3-HGL HSF-1 luciferase reporter, MG132, 8 h; 100% = twice DMSO control signal; activation, % at 9 µM; 300,000 compounds, 1.7% hits;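 active = mean replicate activation of at least 50% with a set share of replicates each reaching 50%; inconclusive = only one of those two conditions met; inactive = mean below 50% and too few replicates reaching it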;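 note: 0% = median of the neutral control wells and 100% = twice that signal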
AI-2 QS mod: modulators of Vibrio harveyi AI-2 quorum sensing system; 300,000 compounds, 0.4% hits; Vibrio harveyi JMH597 AI-2 luminescence/OD600 ratio, 9 h; active compounds read low; strain lacks LuxN and CqsS sensors; 0 = neutral-control median; activity change, % at 7.5 µM; in the data active = activity change below about -75%, passing the limit was not always enough; inconclusive = no clear call, values can overlap the other calls;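 note: luminescence divided by OD600 gain over 9 h not by final OD600 alone; inactives centre near 13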
Platelet DG rel: modulates dense granule release in human platelets. inhibition, %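 (compounds screened at 7.5 µM in platelet-rich plasma)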. 300,000 compounds, 0.22% hits. human platelet-rich plasma, SFLLRN dense granule ATP release, luminescence;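 active = mean replicate score, as percent of positive control, at or above 50; inconclusive = mean below 50 but at least one replicate at or above 50; inactive = mean and every replicate below 50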
HIF act: HIF pathway transcriptional activation | activation, % at 7.5 µM (by protocol) | 300,000 compounds, 0.32% hits | U2OS HRE-luciferase reporter, luminescence; normalized: DMSO 0%, desferrioxamine 100%;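 active = mean activation of at least 10% of the iron chelator positive control signal, with at least half of replicates also reaching 10%; inconclusive = mean and replicate majority disagree about reaching 10%; inactive = mean and most replicates under 10%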
HSF1 inhib: HSF1 inhibition; 300,000 compounds, 0.77% hits; NIH3T3-HGL HSE-luciferase, MG132-induced, luminescence 8 h; active compounds read low; activity change, negative = inhibition, % at 7.5 µM (by protocol);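 active = more than half of replicate wells show activity change below -50%, luminescence cut by over half; inconclusive = some wells, but at most half, below -50%; inactive = no replicate well below -50%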;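 note: luciferase reports HSF-1 transcriptional activity via heat shock element; 0% = median of DMSO wells and -100% = zero luminescence signal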
KLF5 inhibitor: inhibitors of KLF5 expression; inhibition, % at 5 µM; 290,000 compounds, 0.23% hits; AID 1700; DLD-1 KLF5 promoter-luciferase reporter, luminescence;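 active = inhibition above a per-plate limit of that plate's mean compound inhibition plus 3 SD, cut at about 60% in these data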;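 note: 0% = DMSO wells and 100% = LY294002 at 200 µM; higher means less KLF5 promoter-driven luciferase light; inactives centre near -14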
HSP90 refold inh: blocks HSP90-mediated luciferase refolding in reticulocyte lysate. AID 1789. inhibition, % at 5.6 µM. 290,000 compounds, 0.91% hits. Rabbit reticulocyte lysate, luciferase refolding luminescence, 3 h;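 active = inhibition above the screen-wide mean plus 3 SD, computed separately per campaign, cut at about 16% in these data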;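 note: 0% = DMSO wells and 100% = 60 µM geldanamycin wells; inhibitors lower the luminescence because luciferase stays unfolded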
IEC-6 cytotox: IEC-6 cytotoxicity, counter-screen for KLF5 inhibitors | luminescence viability | inhibition, % at 5 µM | 290,000 compounds, 0.78% hits | AID 1825; in the data active = inhibition above about 22%;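 note: 0% = plate median of test compound wells and 100% = cytotoxic reference compound wells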
aSyn 5UTR inh: MLPCN primary screen, SNCA 5' untranslated region; alpha-synuclein 5'UTR reporter, inhibitor activity; inhibition, % (tested at 7.5 µM); 300,000 compounds, 0.82% hits; AID 1813; in the data active = inhibition above about 60%; inconclusive = no clear call, values can overlap the other calls;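 note: H4 neuroglioblastoma cells stably carrying SNCA 5'UTR luciferase fusion; 0% = DMSO wells and 100% = positive control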
HDAC3 inhib: inhibitors of human histone deacetylase 3 | O15379 | recombinant HDAC3, fluorogenic peptide/trypsin coupled, fluorescence | inhibition, % at 8.3 µM | 320,000 compounds, 0.15% hits; in the data active = inhibition above about 26%, passing the limit was not always enough; inconclusive = no clear call, values can overlap the other calls
Target sequence (O15379 whole entry, looked up): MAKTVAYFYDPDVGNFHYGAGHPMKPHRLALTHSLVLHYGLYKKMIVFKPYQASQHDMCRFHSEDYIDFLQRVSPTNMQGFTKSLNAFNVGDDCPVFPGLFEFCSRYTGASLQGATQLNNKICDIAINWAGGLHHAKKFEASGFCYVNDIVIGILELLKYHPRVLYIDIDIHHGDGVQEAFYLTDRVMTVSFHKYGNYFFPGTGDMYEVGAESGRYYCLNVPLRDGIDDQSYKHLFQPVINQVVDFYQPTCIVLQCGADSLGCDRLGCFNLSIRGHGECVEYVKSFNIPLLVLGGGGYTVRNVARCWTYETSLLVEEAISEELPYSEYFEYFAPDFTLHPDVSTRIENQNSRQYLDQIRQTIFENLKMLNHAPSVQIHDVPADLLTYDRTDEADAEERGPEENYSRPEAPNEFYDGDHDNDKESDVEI
Starred values were filed as active, the others as inactive; ? = inconclusive; . = no result given.

Fields: HSF-1 act	AI-2 QS mod	Platelet DG rel	HIF act	HSF1 inhib	KLF5 inhibitor	HSP90 refold inh	IEC-6 cytotox	aSyn 5UTR inh	HDAC3 inhib
- O=C(O)COc1ccccc1/C=N/NC(=O)C(O)c1ccccc1 (centres undefined)
  -26	15	-4	0.0	-4	-41	4	-2	-1	3
- CCc1c(C)nc(SCC(=O)Nc2nc(-c3ccc(OC)cc3)cs2)[nH]c1=O
  7	-3	0	0.1	6	-20	1	7	-37	.
- CC(C)CC(=O)n1sc(NC(=O)c2ccccc2)nc1=O
  -2	46	4	0.0	-5	-21	1	-2	10	12
- CO/N=C(\C(=O)O)c1csc(NN=C(C)C)n1
  3	28	-1	-0.3	0	-5	11	6	1	-1
- O=C(CSCc1ccccc1)Nc1cccc(C(=O)Nc2ccccc2C(=O)O)c1
  -4	-9	8	-0.1	1	-17	-2	3	0	7
- CC(=O)C1=C(O)C(=O)N(c2nccs2)C1c1ccccc1 (centres undefined)
  60*	12	-4	0.3	23	-96	5	3	-4	5
- O=C(NC1CCCCC1)c1ccccc1NC(=S)NC(=O)C1CCC1
  14	15	-2	-1.0	5	-9	-1	-1	-2	0
- O=C(NCCN1CCCCC1)c1cc2ccccc2[nH]1
  2	16	-6	-0.1	-4	-23	2	6	9	-5
- Cc1ccccc1N1CCN(C2=NC(=O)/C(=C\c3cccs3)S2)CC1
  -5	17	-2	3.8	-1	-36	1	0	-33	8
- COc1ccc(S(=O)(=O)Nc2ccccc2)cc1
  3	25	-7	-0.5	-1	.	.	.	-19	4
- CCOc1ccc(C(=O)C(CN2CCOCC2)c2ccccc2)cc1 (centres undefined)
  14	27	5	0.2	8	-11	3	3	-23	0
- O=S(=O)(NCc1ccccc1)c1ccc(S(=O)(=O)N(Cc2ccccn2)Cc2ccco2)cc1
  33	-4	3	0.1	4	-5	0	-11	31	-8
- O=C(C1CCN(S(=O)(=O)c2ccccc2)CC1)N1CCc2ccccc21
  -7	26	9	-0.3	-1	-13	-5	-1	22	-1
- O=C(CSCc1ccccc1)N1CCN(C(=O)c2ccco2)CC1
  3	29	0	0.7	8	-25	2	-3	-2	-5
- CCOC(=O)c1ccc(NC(=O)C(C)N2C(=O)c3ccccc3C2=O)cc1 (centres undefined)
  0	21	-19	-0.2	-2	-4	1	0	21	0
- Cc1occc1-c1nnc(SCC(=O)NCc2ccc3c(c2)OCO3)n1CC(C)C
  1	20	-1	-0.8	-2	-14	-2	0	11	-2
- COc1ccc(CCCC(=O)NC(C)c2ccccc2)cc1 (centres undefined)
  -44	7	23	-0.4	-32	-19	-2	6	5	-8
- CC1(C)CC(NC(=S)NC2CC2)CC(C)(C)N1
  3	-4	-33	-24	-5	-13	-7	1	6	-1
- CC(C)n1cc(/C=C/c2cc[n+](C)cc2)c2ccccc21
  0	17	-2	1.0	-13	-12	10	10	-4	.
- COc1cc(O)c(C(CC(=O)N2CCCC2)c2cc(OC)c(OC)c(OC)c2)c(OC)c1 (centres undefined)
  -3	1	-2	-0.4	5	.	.	.	4	-6

Compound profiles, as listed above.
CC(C)n1cc(/C=C/c2cc[n+](C)cc2)c2ccccc21 is listed as HSF-1 act = 0; AI-2 QS mod = 17; Platelet DG rel = -2; HIF act = 1.0; HSF1 inhib = -13; KLF5 inhibitor = -12; HSP90 refold inh = 10; IEC-6 cytotox = 10; aSyn 5UTR inh = -4; HDAC3 inhib = .
O=C(NC1CCCCC1)c1ccccc1NC(=S)NC(=O)C1CCC1 is listed as HSF-1 act = 14; AI-2 QS mod = 15; Platelet DG rel = -2; HIF act = -1.0; HSF1 inhib = 5; KLF5 inhibitor = -9; HSP90 refold inh = -1; IEC-6 cytotox = -1; aSyn 5UTR inh = -2; HDAC3 inhib = 0

The list goes on:
Fields: HSF-1 act	AI-2 QS mod	Platelet DG rel	HIF act	HSF1 inhib	KLF5 inhibitor	HSP90 refold inh	IEC-6 cytotox	aSyn 5UTR inh	HDAC3 inhib
- COc1cccc(C(=O)NC2CCCc3c2cnn3-c2ccc(C)c(C)c2)c1OC (centres undefined)
  -2	-1	5	-0.8	-5	-29	1	7	-13	9
- S=C(Nc1ccc2c(c1)OCCO2)Nc1ccc2c(c1)OCO2
  33	48	7	1.7	25	-105	-1	-1	-75	-1
- Cc1nn(-c2ccc(N3CCOCC3)nn2)c(C)c1CCC(=O)NCc1ccc(F)cc1
  -12	7	6	-0.1	5	3	-2	1	-34	7
- Cc1ccc(OCc2ccc(C(=O)Nc3nccs3)o2)cc1C
  ?	7	5	-0.4	40	-53	6	6	-110	-3
- CC(=O)Nc1ccccc1C(=O)C(=O)Nc1cccc(F)c1
  -1	23	3	1.0	-5	-50	-1	0	-149	2
- O=C(CC1C(=O)NCCN1Cc1ccc(F)cc1)NCCN1CCCc2ccccc21 (centres undefined)
  0	13	9	0.1	1	-2	-3	-5	2	-5
- COC(=O)c1cccc(C(=O)N2CCCC(CNC(=O)c3ccccc3Cl)C2)c1 (centres undefined)
  -8	9	6	0.8	3	-1	1	-5	-19	5
- COc1ccc(C(=O)C2CCN(S(=O)(=O)c3ccc4c(c3)OCCO4)CC2)cc1
  -2	-27	-1	-0.6	0	-13	0	-4	16	3
- Cc1nn(-c2ccccc2)c(N2CCCC2)c1C=O
  -8	15	-2	3.0	1	-9	-1	1	29	8
- O=C(COc1coc(CN2CCN(c3ccccc3)CC2)cc1=O)N1CCc2ccccc21
  1	-11	-12	0.1	0	.	.	.	-4	2
- Cc1cc(NCCN2CCOCC2)n2c(nc3ccccc32)c1C#N
  -2	15	-2	-0.9	-5	-14	1	-1	12	-42
- Cc1cc([N+](=O)[O-])nn1Cc1ccc(C(=O)N/N=C/c2ccc(O)cc2O)cc1
  -2	15	-8	21*	-2	47	-4	7	29	8
- Cc1ccc(NS(=O)(=O)c2ccc(-n3cccn3)cc2)c(C)c1
  12	10	-4	-0.3	-2	1	1	7	3	1
- O=C(NCc1ccc2[nH]c3c(c2c1)CCCC3)c1ccc(S(=O)(=O)N2CCOCC2)cc1
  48	37	8	-0.3	23	9	-2	-3	21	2
- CCN(CC(=O)Nc1ccccc1C(F)(F)F)C(=O)c1ccccc1SCC(=O)N1CCCC1
  21	14	-1	-0.1	-2	.	.	.	10	-2
- O=S(=O)(Nc1cc(C(F)(F)F)ccc1N1CCOCC1)c1ccc2ccccc2c1
  31	5	-8	0.5	6	-16	-6	0	-2	-3
- Cc1ccc(C)c(OCCCC(=O)Nc2nccs2)c1
  11	4	-1	-0.4	5	-20	-2	1	-11	1
- O=C(c1cc(COc2c(F)cccc2F)on1)N1CCC(c2ccccc2F)C1 (centres undefined)
  25	-3	9	2.0	7	-97	-3	-2	-125	2
- CCCCn1c(N2CCCC2)nc2c1c(=O)[nH]c(=O)n2C
  -23	7	6	-0.8	-8	-10	1	8	38	0
- O=C(Nc1ccccc1)c1ccc(Nc2c([N+](=O)[O-])cc([N+](=O)[O-])c3ccccc23)cc1
  14	10	-3	-0.5	8	-20	-6	-4	20	5

2 neighbouring compounds already listed, quoted:
Fields: HSF-1 act	AI-2 QS mod	Platelet DG rel	HIF act	HSF1 inhib	KLF5 inhibitor	HSP90 refold inh	IEC-6 cytotox	aSyn 5UTR inh	HDAC3 inhib
- COc1cccc(C(=O)NC2CCCc3c2cnn3-c2ccc(C)c(C)c2)c1OC (centres undefined)
  -2	-1	5	-0.8	-5	-29	1	7	-13	9
- S=C(Nc1ccc2c(c1)OCCO2)Nc1ccc2c(c1)OCO2
  33	48	7	1.7	25	-105	-1	-1	-75	-1

(cont.)
Fields: HSF-1 act	AI-2 QS mod	Platelet DG rel	HIF act	HSF1 inhib	KLF5 inhibitor	HSP90 refold inh	IEC-6 cytotox	aSyn 5UTR inh	HDAC3 inhib
- COC(=O)c1c(C)oc(C)c(C(=O)OC)c1=O
  3	26	9	0.0	3	-7	2	0	10	-6
- Cc1ccc(CNC(=O)C2CCCC2)cc1
  2	5	15	-0.1	-3	.	.	.	-14	-1
- CCOC(=O)c1csc(NC(=O)c2ccc(S(=O)(=O)N(C)C)cc2)n1
  -5	11	-3	-0.3	-2	-12	25*	1	-2	-11
- CCC(C)c1ccccc1OCCn1ccnc1 (centres undefined)
  -8	22	2	-0.5	-1	16	4	11	28	-2
- CCOC(OCC)P(=O)(c1ccccc1)c1ccccc1
  -13	-5	-2	0.4	0	-7	1	4	-12	2
- C=C(C)COc1ccc2c3c(c(=O)oc2c1OCC(=C)C)CCC3
  6	1	0	0.7	4	4	-2	-2	13	8
- Brc1ccc2ncc(Br)cc2c1
  -4	7	1	0.1	-5	-23	-4	-10	-2	2
- Cc1nc2ccc(NC(=O)c3cccnc3)cc2s1
  3	.	1	0.4	-4	-46	-7	4	14	2
- S=C(NCCc1c[nH]c2ccccc12)NC1CCCCC1
  -17	5	-4	-0.2	2	-32	2	-1	-25	-1
- CC(C)CC(=O)Nc1cccc(-c2nc3ccccc3[nH]2)c1
  -14	5	4	1.0	3	-29	7	1	-43	.
- CC(C)(C)c1csc(NC(=O)Cc2cccs2)n1
  4	26	0	1.6	12	-31	-1	1	-23	-4
- COc1ccc(C(=O)NCCS(=O)(=O)NCc2ccccc2OC)cc1
  1	20	9	-0.1	-3	.	.	.	-2	-2

Molecules shown so far with a CF3 group (2):
Fields: HSF-1 act	AI-2 QS mod	Platelet DG rel	HIF act	HSF1 inhib	KLF5 inhibitor	HSP90 refold inh	IEC-6 cytotox	aSyn 5UTR inh	HDAC3 inhib
- CCN(CC(=O)Nc1ccccc1C(F)(F)F)C(=O)c1ccccc1SCC(=O)N1CCCC1
  21	14	-1	-0.1	-2	.	.	.	10	-2
- O=S(=O)(Nc1cc(C(F)(F)F)ccc1N1CCOCC1)c1ccc2ccccc2c1
  31	5	-8	0.5	6	-16	-6	0	-2	-3
